Source: PubChem
MT1-MMP act inh – blocks activation of human MT1-MMP; GFP/RFP ratio change, % at 20 µM; actives 0.061% (n = 360,000); HT1080 RFP-PRO-GFP cells, GFP/RFP ratio fluorescence, overnight; percent of plate control window, DMSO zero; P50281;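 active means GFP/RFP ratio change of at least 30% with cell ATP level not reduced by more than half and red fluorescence within 50% of control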; further: strong numbers were not always called active
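Compound: 20 µM single dose, 1% DMSO / System: HT1080 RFP-PRO-GFP cells / Controls: DMSO and RFP-L50D-GFP cell wells / Read-out basis: GFP/RFP fluorescence ratio / Schedule: overnight compound exposure at 37 °C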
Neddyl block – blocks human cullin neddylation; P61081+Q13564; TR-FRET cullin neddylation, biochemical; calls only at 25 µM; actives 0.58% (n = 360,000); AID 651699; in the data active means inhibition above about 36%
FAS TE block – FAS thioesterase (human) inhibition; inhibition, % at 15 µM; recombinant FAS-TE, OMFH fluorogenic substrate, fluorescence endpoint; P49327; actives 0.67% (n = 360,000); AID 602261;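 active means compounds whose normalised, plate-corrected inhibition of enzyme fluorescence in the single-dose primary screen is 50% or more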;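 further: 0% = DMSO with enzyme and 100% = substrate without enzyme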
MLLE-PAM2 inh – inhibitors of microRNA-mediated deadenylation, human PABP1 MLLE binding; P11940; GST-MLLE / FITC-PAM2 fluorescence polarization; inhibition, % at 20 µM; actives 0.36% (n = 360,000); AID 588489; in the data active means inhibition above about 35%, passing the limit was not always enough;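 further: plate controls were DMSO wells with GST-MLLE for no effect and wells lacking GST-MLLE protein for full effect; some results filed as inactive read as strong as hits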
SKN-1 block – C. elegans SKN-1 inhibition. C. elegans VP596 Pgst-4::GFP/RFP ratio, acrylamide-induced, 24 h. inhibition, % at 21.8 µM. actives 0.49% (n = 360,000);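 active means interference check ratio from 0.5 to 1.5 plus GFP to RFP signal ratio inhibition reaching or exceeding a fixed threshold, cut at about 30% in these data, passing the limit was not always enough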; further: some compounds called inactive have numbers as strong as hits
Rpn11 block – blocks the human proteasome subunit Rpn11. human 26S proteasome, Ub4-pepOG fluorescence polarization; 20S core pre-blocked with epoxomicin. calls only at 20 µM. actives 0.59% (n = 360,000);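 active means inhibition at 20 µM, scaled to each plate's controls, above about 33%, limit read from the data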
NadD inh – NadD (S. aureus) enzyme inhibition; inhibition, % at 20 µM; actives 0.78% (n = 360,000); AID 602399; purified NadD enzyme, colorimetric absorbance read-out; in the data active means inhibition above about 26%; further: some compounds past the cut are filed as inactive
CSN deneddyl inh – CSN deneddylation inhibition; actives 0.38% (n = 360,000); Q92905; inhibition, % at 12.5 µM; Purified CSN, SCF-Nedd8-OG deneddylation, fluorescence polarization;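 active means pattern-corrected inhibition above about 35%, with an unprinted fluorescence ratio check between 0.5 and 1.5, limit read from the data, passing the limit was not always enough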;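 further: 0% = enzyme with substrate and 100% = substrate without enzyme; some results filed as inactive read as strong as hits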
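Assay system: purified human Csn5 enzyme expressed in HEK293T cells; Input: 0.24 nM Csn5 enzyme, final concentration; Reagent: 10 nM SCFSkp2-Nedd8OG; Compound dosing: 12.5 µM single point; Times: reaction 90 min, room temperature; Technique: fluorescence polarization readout.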
Rin1 Abl inh – blocks binding of human Rin1 to Abl; P00519+Q13671; TR-FRET Rin1/Abl binding, biochemical; inhibition, % at 7.35 µM; actives 0.4% (n = 360,000); AID 588664; in the data active means inhibition above about 5%, passing the limit was not always enough
* marks the source's active call; other numbers are inactive results.

For CCOC(=O)CCSCC(=O)Nc1nnc(C)s1 the results were MT1-MMP act inh 1.0, Neddyl block inactive, FAS TE block -2.9, MLLE-PAM2 inh 11.5, SKN-1 block -1.5, Rpn11 block inactive, NadD inh -8.2, CSN deneddyl inh -7.3 and Rin1 Abl inh -2.6.
Cc1cccc(CN2CCC(CNC(=O)Cn3ncc4c([nH]c5ccccc54)c3=O)CC2)c1 was read as MT1-MMP act inh 2.4, Neddyl block inactive, FAS TE block -8.4, MLLE-PAM2 inh 0.2, SKN-1 block -10.4, Rpn11 block inactive, NadD inh 4.0, CSN deneddyl inh 0.7 and Rin1 Abl inh -2.4.
For Cn1nc(C(=O)Nc2cccc(S(=O)(=O)N3CCCC3)c2)c2ccccc2c1=O the results were MT1-MMP act inh 7.1, Neddyl block inactive, FAS TE block 15.5, MLLE-PAM2 inh -26.4, SKN-1 block 3.5, Rpn11 block inactive, NadD inh -2.7, CSN deneddyl inh 1.0 and Rin1 Abl inh 0.3.
Screening CC(Oc1ccccc1Cl)C(=O)Nc1ccc(S(=O)(=O)N2CCCC2)cc1 (stereo not given) returned MT1-MMP act inh -6.1, Neddyl block inactive, FAS TE block 21.9, MLLE-PAM2 inh -4.9, SKN-1 block 16.8, Rpn11 block inactive, NadD inh -5.5, CSN deneddyl inh 1.7 and Rin1 Abl inh -0.4.
For CCOC(=O)c1c(NC(=O)COC(=O)c2ccc(NC(=O)CC#N)cc2)sc(C(=O)NC)c1C the results were MT1-MMP act inh -0.3, Neddyl block inactive, FAS TE block -4.6, MLLE-PAM2 inh -12.0, SKN-1 block 4.0, Rpn11 block inactive, NadD inh 9.0, CSN deneddyl inh 40.4* and Rin1 Abl inh 2.7.
O=c1oc2ccccc2c(Cl)c1CN1CCCCC1 was read as MT1-MMP act inh -2.1, Neddyl block inactive, FAS TE block 7.5, MLLE-PAM2 inh -13.8, SKN-1 block -2.5, Rpn11 block inactive, NadD inh 3.7, CSN deneddyl inh 6.1 and Rin1 Abl inh 1.8.
O=C(NNc1ccc([N+](=O)[O-])cc1[N+](=O)[O-])C1C2CCCCC21 (stereo not given) was read as MT1-MMP act inh -3.0, Neddyl block inactive, FAS TE block 61.8*, MLLE-PAM2 inh -13.2, SKN-1 block 3.4, Rpn11 block inactive, NadD inh 1.7, CSN deneddyl inh -2.6 and Rin1 Abl inh -0.5.
`O=C(COc1ccc(Cl)cc1)Nc1cc(S(=O)(=O)N2CCCCC2)ccc1N1CCCCC1` gave MT1-MMP act inh -8.1, Neddyl block inactive, FAS TE block 41.4, MLLE-PAM2 inh -11.8, SKN-1 block -5.3, Rpn11 block inactive, NadD inh 20.8, CSN deneddyl inh 2.2 and Rin1 Abl inh 2.1.
For CCN(c1ccccc1)S(=O)(=O)c1ccc(Cl)c(C(=O)N(CC2CCCO2)C2CCS(=O)(=O)C2)c1 (stereo not given) the results were MT1-MMP act inh -0.9, Neddyl block inactive, FAS TE block -4.1, MLLE-PAM2 inh 0.8, SKN-1 block -2.0, Rpn11 block inactive, NadD inh -2.4, CSN deneddyl inh -4.4 and Rin1 Abl inh 1.9.
For c1ccc2sc(-c3ccc4c(c3)OCO4)nc2c1 the results were MT1-MMP act inh 0.3, Neddyl block inactive, FAS TE block 18.3, MLLE-PAM2 inh -3.9, SKN-1 block 15.4, Rpn11 block inactive, NadD inh -5.6, CSN deneddyl inh 0.2 and Rin1 Abl inh -5.2.
`CC(=O)c1ccc(N2CCN(C(=O)CNC(=O)c3ccc(Br)o3)CC2)cc1` gave MT1-MMP act inh -1.2, Neddyl block inactive, FAS TE block -7.3, MLLE-PAM2 inh 14.5, SKN-1 block 2.7, Rpn11 block inactive, NadD inh 3.7, CSN deneddyl inh 3.3 and Rin1 Abl inh 0.4.
Screening CCOC(=O)Cn1cnc2c(nnn2-c2ccc(F)cc2)c1=O returned MT1-MMP act inh 9.4, Neddyl block inactive, FAS TE block -7.0, MLLE-PAM2 inh -5.0, SKN-1 block -0.7, Rpn11 block inactive, NadD inh 1.8, CSN deneddyl inh -0.4 and Rin1 Abl inh 1.0.
Cc1c(C(=O)NCC2CCCO2)oc2ccccc12 (stereo not given) was read as MT1-MMP act inh -0.8, Neddyl block inactive, FAS TE block -6.0, MLLE-PAM2 inh 7.9, SKN-1 block -9.8, Rpn11 block inactive, NadD inh 1.3, CSN deneddyl inh 5.2 and Rin1 Abl inh 2.8.
`O=C(CSc1nnc2ccccn12)NC(=O)c1ccccc1Cl` gave MT1-MMP act inh 0.8, Neddyl block inactive, FAS TE block -5.7, MLLE-PAM2 inh 8.9, SKN-1 block 24.6, Rpn11 block inactive, NadD inh 10.4, CSN deneddyl inh -1.0 and Rin1 Abl inh -3.4.
`Cc1cc(C)n(C(=O)CNC(=O)c2cccc(Cl)c2)n1` gave MT1-MMP act inh -5.2, Neddyl block inactive, FAS TE block -2.7, MLLE-PAM2 inh -3.2, SKN-1 block 9.4, Rpn11 block inactive, NadD inh 0.5, CSN deneddyl inh 0.6 and Rin1 Abl inh -3.1.
COC(=O)c1sc(C(F)(F)F)c(-c2ccccc2)c1S(=O)(=O)N1CCCC1 was read as MT1-MMP act inh 0.3, Neddyl block inactive, FAS TE block 23.1, MLLE-PAM2 inh 7.1, SKN-1 block 21.1, Rpn11 block inactive, NadD inh 0.6, CSN deneddyl inh 2.1 and Rin1 Abl inh -1.3.
For COc1cc(/C=N\NC(=O)c2cccc(Cl)c2)ccc1Oc1ccc([N+](=O)[O-])cn1 the results were MT1-MMP act inh -0.9, Neddyl block inactive, FAS TE block 30.0, MLLE-PAM2 inh -12.0, SKN-1 block -3.6, Rpn11 block inactive, NadD inh 15.2, CSN deneddyl inh -0.9 and Rin1 Abl inh -1.3.
COc1ccccc1C1C(C(=O)NCc2ccccc2)=C(C)Nc2ncnn21 (stereo not given) was read as MT1-MMP act inh 6.6, Neddyl block inactive, FAS TE block -5.9, MLLE-PAM2 inh -34.7, SKN-1 block 47.2*, Rpn11 block inactive, NadD inh 9.2, CSN deneddyl inh 4.2 and Rin1 Abl inh -0.6.
Screening COC(=O)N(NC(=O)C(O)(CCC(C)C)CCC(C)C)c1ccccc1 returned MT1-MMP act inh -4.6, Neddyl block inactive, FAS TE block -5.8, MLLE-PAM2 inh -0.9, SKN-1 block 9.6, Rpn11 block inactive, NadD inh -1.1, CSN deneddyl inh -7.3 and Rin1 Abl inh 0.8.
Screening CC(C)(C)C1CCC(=NNC(=S)NCc2ccccc2)CC1 (stereo not given) returned MT1-MMP act inh -4.8, Neddyl block inactive, FAS TE block 33.8, MLLE-PAM2 inh -38.0, SKN-1 block -10.6, Rpn11 block inactive, NadD inh 0.9, CSN deneddyl inh -2.4 and Rin1 Abl inh -0.8.

Overlap with the part before: 2 compounds, followed by the next part.
Screening COC(=O)N(NC(=O)C(O)(CCC(C)C)CCC(C)C)c1ccccc1 returned MT1-MMP act inh -4.6, Neddyl block inactive, FAS TE block -5.8, MLLE-PAM2 inh -0.9, SKN-1 block 9.6, Rpn11 block inactive, NadD inh -1.1, CSN deneddyl inh -7.3 and Rin1 Abl inh 0.8.
Screening CC(C)(C)C1CCC(=NNC(=S)NCc2ccccc2)CC1 (stereo not given) returned MT1-MMP act inh -4.8, Neddyl block inactive, FAS TE block 33.8, MLLE-PAM2 inh -38.0, SKN-1 block -10.6, Rpn11 block inactive, NadD inh 0.9, CSN deneddyl inh -2.4 and Rin1 Abl inh -0.8.
Cc1cccc(NC(=O)c2nc[nH]c2C(=O)N2CCC(C)CC2)c1 was read as MT1-MMP act inh -2.4, Neddyl block inactive, FAS TE block -6.1, MLLE-PAM2 inh -5.6, SKN-1 block 5.3, Rpn11 block inactive, NadD inh 0.7, CSN deneddyl inh -5.5 and Rin1 Abl inh 7.5.
Screening N/C(=N\OC(=O)COc1ccccc1Cl)c1ccc(Cl)cc1 returned MT1-MMP act inh 1.1, Neddyl block inactive, FAS TE block 20.3, MLLE-PAM2 inh -6.8, SKN-1 block 17.4, Rpn11 block inactive, NadD inh -1.3, CSN deneddyl inh -4.8 and Rin1 Abl inh 0.2.
`NS(=O)(=O)c1cccc(NC(=O)CSc2nc3nc(-c4cccs4)cc(C(F)(F)F)c3c(=O)[nH]2)c1` gave MT1-MMP act inh -1.0, Neddyl block inactive, FAS TE block 32.5, MLLE-PAM2 inh -24.4, SKN-1 block 8.3, Rpn11 block inactive, NadD inh 17.3, CSN deneddyl inh 3.9 and Rin1 Abl inh -7.7.
CCC(=O)N1N=C(c2cccs2)CC1c1ccc(OC)cc1 (stereo not given) was read as MT1-MMP act inh -5.1, Neddyl block inactive, FAS TE block 4.6, MLLE-PAM2 inh 1.9, SKN-1 block -11.9, Rpn11 block inactive, NadD inh -8.0, CSN deneddyl inh -1.9 and Rin1 Abl inh -1.8.
`O=C(NCCc1cccc(F)c1)C1CCCN(c2nc3ccccc3s2)C1` (stereo not given) gave MT1-MMP act inh -3.8, Neddyl block inactive, FAS TE block 8.6, MLLE-PAM2 inh 2.5, SKN-1 block 10.3, Rpn11 block inactive, NadD inh -6.5, CSN deneddyl inh -1.6 and Rin1 Abl inh 0.6.
For Cc1oc2cc(OCC(=O)O)ccc2c(=O)c1Oc1ccccc1 the results were MT1-MMP act inh 0.6, Neddyl block inactive, FAS TE block -7.4, MLLE-PAM2 inh 11.3, SKN-1 block 2.5, Rpn11 block inactive, NadD inh -6.7, CSN deneddyl inh 1.3 and Rin1 Abl inh 2.3.
Cc1ccc(S(=O)(=O)N2CCOCC2)cc1C(=O)NC(=S)N1CC(C)CC(C)C1 (stereo not given) was read as MT1-MMP act inh 1.5, Neddyl block inactive, FAS TE block -2.0, MLLE-PAM2 inh -0.1, SKN-1 block -4.5, Rpn11 block inactive, NadD inh -6.7, CSN deneddyl inh 0.7 and Rin1 Abl inh 1.6.
C=CC[C@H](CC(=O)NCCO)C(=O)N[C@H](COC(=O)[C@@H](CC=C)CC(=O)OC(C)(C)C)Cc1c[nH]c2ccccc12 was read as MT1-MMP act inh 4.9, Neddyl block inactive, FAS TE block -2.9, MLLE-PAM2 inh -4.5, SKN-1 block 0.4, Rpn11 block inactive, NadD inh -5.6, CSN deneddyl inh -1.8 and Rin1 Abl inh 3.5.
Screening COCCn1c(SCC(=O)Nc2nnc(C)s2)nnc1-c1ccncc1 returned MT1-MMP act inh 0.9, Neddyl block inactive, FAS TE block -4.0, MLLE-PAM2 inh 13.8, SKN-1 block -7.0, Rpn11 block inactive, NadD inh -2.8, CSN deneddyl inh -0.1 and Rin1 Abl inh -0.7.
`O=C(Cn1nnc2ccccc21)c1cccc([N+](=O)[O-])c1` gave MT1-MMP act inh -6.1, Neddyl block inactive, FAS TE block -2.6, MLLE-PAM2 inh 7.6, SKN-1 block 5.9, Rpn11 block inactive, NadD inh 4.3, CSN deneddyl inh -5.7 and Rin1 Abl inh -2.4.
NNc1ccc2nnc(C(F)(F)C(F)(F)C(F)(F)F)n2n1 was read as MT1-MMP act inh 0.5, Neddyl block inactive, FAS TE block -4.5, MLLE-PAM2 inh -1.3, SKN-1 block 2.7, Rpn11 block inactive, NadD inh -2.5, CSN deneddyl inh 1.8 and Rin1 Abl inh -2.0.
For COCCCNC(=O)CC(NCCCOC)C(=O)O (stereo not given) the results were MT1-MMP act inh -3.5, Neddyl block inactive, FAS TE block -7.1, MLLE-PAM2 inh 4.2, SKN-1 block 13.2, Rpn11 block inactive, NadD inh 0.4, CSN deneddyl inh -0.6 and Rin1 Abl inh 0.5.
Screening O=C(COc1ccc(Cl)cc1)Nc1cnn(Cc2c(Cl)cccc2Cl)c1 returned MT1-MMP act inh 4.2, Neddyl block inactive, FAS TE block 3.8, MLLE-PAM2 inh 2.2, SKN-1 block -5.4, Rpn11 block inactive, NadD inh 2.7, CSN deneddyl inh -4.8 and Rin1 Abl inh 1.4.
